# Shiga toxin inh: inhibitors of Shiga toxin in Vero cells. Vero cells, Shiga toxin protein synthesis inhibition reporter. inhibition, % at 38.7 µM. 9.2% of 290,000 active. AID 2315; in the data active = inhibition mostly above about 28%, no sharp cut-off; inactive = mostly below about 43%; note: 0% is about no effect
# Sm TGR inh: inhibitors of Schistosoma mansoni thioredoxin glutathione reductase. 3% of 360,000 active. Potency, µM (titrated, usually from 114 µM), for the others: top-dose activity change, negative = inhibition, hits mostly inhibitors. purified TGR, DTNB reduction, TNB absorbance 405 nm; note: potency is the fitted concentration of half-maximal effect; % is set by controls: 0 for no effect and ±100 for the full control effect; nearly all actives have a fitted effect of over 60% in size
#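 Kinetic colorimetric format: TGR-catalysed, NADPH-driven DTNB reduction monitored via TNB absorbance. Enzyme dispensed at 20 nM; compound exposure 15 min at room temperature before reaction start.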
# Pf growth 96h: P. falciparum growth inhibition at 96 hours. 6.9% of 320,000 active. Potency, µM (highest dose often 28.7 µM), for the others: at the highest dose activity change, negative = inhibition, actives largely listed as inhibitors. P. falciparum luciferase reporter growth, 96 h; note: potency is the fitted concentration of half-maximal effect; % is set by controls: 0 for no effect and ±100 for the full control effect
#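 Cell-based qHTS: luciferase-tagged P. falciparum in erythrocytes (2% hematocrit, 0.05% parasitemia final) incubated with compounds for 96 hours, 37 C, 5% CO2; luciferase detection reagent then added and luminescence measured.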
# Pf growth 48h: P. falciparum growth inhibition at 48 hours (one generation). 5.9% of 310,000 active. P. falciparum luciferase growth in erythrocytes, 48 h. AID 504832. Potency, µM (doses to about 28.7 µM), for the others: at the top dose activity change, negative = inhibition, most hits filed as inhibitors; note: potency is the fitted concentration of half-maximal effect; % is set by controls: 0 for no effect and ±100 for the full control effect
#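 Luciferase-expressing parasites in RBCs, 2% Hct / 0.1% parasitemia final; RPMI 1640 + 0.5% Albumax; 37 C, 5% CO2, one generation; luminescence read-out, lower signal = inhibition.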
# Cycloheximide cs: affects cycloheximide protein synthesis inhibition readout, counter-screen; cell reporter, cycloheximide protein synthesis inhibition counterscreen; max response, %; 12% of 300,000 active; in the data active = max response mostly above about 13%, no sharp cut-off; inactive = mostly below about 14%; note: read at 38.3 µM for the half of the compounds with a filed dose; 0% is about no effect
# FBPA Giardia inh: inhibitors of Giardia lamblia fructose-1,6-bisphosphate aldolase | A8B2U2 | Potency, µM (doses to about 59.6 µM), for the others: top-dose activity, negative = inhibition, actives largely listed as inhibitors | 0.71% of 290,000 active | purified Giardia FBPA; note: potency is the fitted concentration of half-maximal effect; % is set by controls: 0 for no effect and ±100 for the full control effect; nearly all actives have a fitted effect of over 55% in size
# Target sequence (A8B2U2 whole entry, looked up): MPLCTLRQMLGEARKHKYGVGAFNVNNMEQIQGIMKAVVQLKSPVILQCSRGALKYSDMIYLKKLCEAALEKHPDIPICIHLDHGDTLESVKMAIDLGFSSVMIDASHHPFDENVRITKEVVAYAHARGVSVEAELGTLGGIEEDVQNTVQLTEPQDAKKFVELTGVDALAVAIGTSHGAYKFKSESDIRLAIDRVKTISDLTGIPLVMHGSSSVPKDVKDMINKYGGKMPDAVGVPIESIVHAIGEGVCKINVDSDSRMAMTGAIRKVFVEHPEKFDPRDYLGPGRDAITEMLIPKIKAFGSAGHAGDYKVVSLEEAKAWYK
#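 Giardia FBPA (40 nM reagent) was preincubated 10 min at RT with compound (up to 57.5 uM final), then substrate plus GAPDH/TPI/NAD/arsenate coupling system with diaphorase/resazurin was added; resorufin fluorescence (525/598 nm) was read after 20 min.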
# Starred values were filed as active, the others as inactive; u = inconclusive; x = not tested or not shown; & = joins results of further samples; [ ] = dose if it differs, or a comment. Unless noted, calls come from the whole dose curve; as a rule, active = well fitted curve in the direction sought with a large enough effect; inconclusive = small, poorly fitted or top-dose-only effect, or another doubt; inactive = no such curve, though single readings can be large; an effect the other way counts as inactive or inconclusive.
# Second line of a record: Shiga toxin inh	Sm TGR inh	Pf growth 96h	Pf growth 48h	Cycloheximide cs	FBPA Giardia inh
C=CCn1c(SCC(=O)Nc2sccc2C(N)=O)nc2sc(CC)cc2c1=O
    2	7%	x	u	6	1%
CC(C)(C)NC(=S)N/N=C/c1c(Cl)cccc1Cl
    -1	-10%	2.9µM*	3.7µM*	9	-2%
Cc1cc(C=C2C(=O)N(C)C(=O)N(C)C2=O)c(C)n1-c1ccccc1
    53*	-6%	u	15%	25*	1%
O=C(c1cc(C2CC2)on1)N1CCOCC1
    -3	41%[activator]	u	x	-3	3%
COC(=O)c1ccc(/C=C2\N=C(SC)SC2=O)cc1
    -6	-14%	0%	0%	-5	-8%
COc1ccc(OC)c(NC(=O)COC(=O)c2ccc(OC)c(S(=O)(=O)N3CCCC3)c2)c1
    x	5%	-19%	-8%	x	x
C=C1CCC[C@]2(C)C[C@H]3OC(=O)C(CNC(CC)CO)[C@H]3CC12 (some centres not stated)
    -9	-8%	u	-29%	-7	-2%
CCCOc1cccc(C(=O)NCCNC(=O)c2ccccn2)c1
    17	3%	31%[activator]	3%	-4	4%
NS(=O)(=O)c1cccc(NC(=O)COC(=O)CC2CC3CCC2C3)c1 (configuration not stated)
    23	-2%	26%	20%	16	-2%
Cc1cc(C(=O)NNc2ccc(F)cc2)no1
    -9	-15%	16%	3%	2	-4%
COc1ccccc1-n1cc(C(=O)NCC(=O)NCc2ccc(F)cc2)c2ccccc2c1=O
    18	-10%	u	-10%	-2	-2%
Cc1ccc(OC(=O)c2cccnc2)cc1
    3	0%	12µM*	-2%	20	8%
O=C(c1noc2c1CCCC2)N1CCOCC1
    17	9%	0%	18%	7	5%
CCC(C)C(NC(=O)CCC(=O)OCC(=O)[C@@]1(O)CCC2[C@@H]3CCC4=CC(=O)C=C[C@]4(C)C3[C@@H](O)C[C@@]21C)C(=O)O (some centres not stated)
    1	-24%	u	3.7µM*	2	2%
CCOC(=O)c1cnc2c(C(F)(F)F)cccc2c1N1CCN(C)CC1
    5	10%	-10%	-25%	-1	-11%
COc1ccc(OC)c(NC(=O)C2CCCCC2C(=O)O)c1 (configuration not stated)
    -16	-26%	73%[activator]	u	-2	-8%
CCN(C(=S)NC(=O)c1ccccc1Br)C1CCCCC1
    -2	-6%	u	-18%	-3	0%
O=C(COC(=O)/C=C/c1ccc(C(F)(F)F)cc1)NCc1ccco1
    13	-1%	-4%	0%	4	x
Cn1c(=O)c2c(n(Cc3ccccc3)c1=O)NC(=O)C2CC(=O)NCc1cccc(Cl)c1 (configuration not stated)
    -11	6%	u	u	-3	1%
O=C(CNc1ccccc1C(=O)O)c1ccccc1
    51	-3%	8%	-16%	18*	-1%

# Results in Shiga toxin inh, for some of the entries so far:
compound | Shiga toxin inh
CCCOc1cccc(C(=O)NCCNC(=O)c2ccccn2)c1 | 17
Cc1cc(C(=O)NNc2ccc(F)cc2)no1 | -9

# (next part)
# Second line of a record: Shiga toxin inh	Sm TGR inh	Pf growth 96h	Pf growth 48h	Cycloheximide cs	FBPA Giardia inh
COC(=O)CC(NC(=S)NC(=O)c1ccccc1)c1ccc(Br)cc1 (configuration not stated)
    10	u	u	u	5	8%
CC(N)(C(=O)O)c1cccc(OCc2cccc(Cl)c2)c1 (configuration not stated)
    7	-7%	62%[activator]	35%	-2	-3%
O=C(CN1C(=O)NC2(CCCCC2)C1=O)NCc1cccs1
    8	8%	0%	4%	-3	-2%
COc1ccc(CNC(=S)Nc2ccc(Br)cc2)cc1
    14	-21%	70%[activator]	2%	-4	0%
N#CC1(NC(=O)CSc2nc3ccccc3s2)CCCCC1
    x	-1%	-15%	u	x	x
CC(C)CNC(=O)c1c(N)n(/N=C/c2ccccn2)c2nc3ccccc3nc12
    -13	2%	19%	u	-2	9%
COc1cc(OC)c(C(=O)Nc2ccc(C(=O)c3ccccc3)cc2)cc1OC
    3	-16%	u	-30%	6	1%
Cn1nnnc1SCC(=O)NCc1ccc2c(c1)OCO2
    -2	-11%	45%[activator]	34%[activator]	8	9%
Cc1cc(C)nc(SCC(=O)N2CCCCC2)n1
    20	9%[11.4 µM]	u	x	-3	1%
CC1Sc2ccc(C(=O)NCc3cccc(C(F)(F)F)c3)cc2NC1=O (configuration not stated)
    x	-5%	-28%	u	x	x
CC(=O)c1cc(CN2CCN(C(C)C)C(CCO)C2)cs1 (configuration not stated)
    -4	-13%	u	52%[activator]	-2	6%
CN1/C(=N\O)c2cccc3cccc1c23
    13	-7%	x	16%	-4	8.9µM*
COCCNC(=O)Cn1nc(-c2ccccc2C)ccc1=O
    x	0%	u	36%	-2	-1%
CCCCC[C@H](O)/C=C/[C@H]1[C@H](O)CC(=O)[C@@H]1C/C=C\CCCC(=O)O
    x	x	-29%	-14%	x	4%&4%
COc1c(F)c(F)c(C(=O)Nc2c(C)cc(Br)cc2C)c(F)c1F
    -5	1%	-19%	u	-4	4%
N#C/C(=C\c1cccc(Cl)c1)c1n[nH]c(Cn2cncn2)n1
    -6	4%	0%	8%	-2	-11%
COC(=O)c1scc2c(Oc3ccccc3)cc(C(F)(F)F)nc12
    2	0%	16%	13%	6	7%
COc1ccc(C2N(c3cc(Cl)ccc3OC)C(=O)C3CCCN32)c(OC)c1 (configuration not stated)
    10	0%	0.93µM*	x	-8	3%
OCC1(Cc2ccccc2)CCCN(Cc2c[nH]c3ccccc23)C1 (configuration not stated)
    -2	69%[activator]	u	-10%	-2	2%
CCCCNC(=O)CCSc1nc2nc(C)cc(C)n2n1
    -12	-2%	-13%	-21%	-4	1%
COc1ccc2o/c(=N/NC(=S)Nc3ccccc3)c(C(N)=O)cc2c1
    18	-4%	60%[activator]	23%	-3	0%
C/C(=N/NC(=O)c1ccc(C)s1)c1cccc(NC(=O)COc2ccc(Cl)cc2Cl)c1
    6	-20%	15%	x	1	5%
Cc1cc(C)c(-c2cc(C(=O)Nc3c(C)n(C)n(-c4ccccc4)c3=O)[nH]n2)c(O)c1
    -3	-2%	60%[activator]	-10%	-1	2%
CCc1ccccc1N/C(=N\S(=O)(=O)c1ccccc1)C(F)(F)F
    -4	3%	-7%	-1%	4	1%
CN(C)S(=O)(=O)c1ccc(Cl)c(C(=O)NCC2CCCCC2)c1
    -11	-8%	1%	3%	1	10%
CCn1ccnc1CN(C)Cc1cn(-c2cc(C)ccc2C)nc1-c1ccccc1
    12	2%	21%	u	-1	-11%
O=C(Nc1ccccc1)C1CCN(C(=O)c2ccc(Br)cc2)CC1
    6	-26%	u	-23%	12	4%
CC(NC(=O)C(=O)NN=C1CCCC1)c1ccccc1 (configuration not stated)
    -4	7%	30%	22%	-3	0%
CCOc1ccc(NC(=O)NCCN2CCN(c3ccccc3F)CC2)cc1
    -5	-12%&-5%	u	-11%[0.00184 µM]	-3	-3%
Nc1nc(N(Cc2ccccc2)Cc2ccccc2)nc(C(F)(F)F)n1
    x	1%	u	u	x	x
CCCC(=O)N1CCN(c2ccc(NC(=O)C(C)(C)C)cc2)CC1
    -10	1%	87%[activator]	-2%	-2	0%
O=C(CSc1cccc[n+]1[O-])c1ccc(Cl)s1
    6	0%	u	-27%	14	-1%
O=C(O)c1ccc(CCN2CCN(CC=Cc3ccc(Cl)cc3)CC2)cc1
    -7	x	x	x	5	0%
Cc1cccc(NC(=O)c2cccc(S(=O)(=O)N(C)c3ccccc3)c2)n1
    x	-4%	13µM*	7.4µM*	x	x
Cc1nnc(SCC(=O)N2CCN(C(=O)c3ccco3)CC2)n1-c1ccccc1
    -8	u	-2%	12%[5.75 µM]	-3	0%
O=C(N/C(=C\c1cccc([N+](=O)[O-])c1)C(=O)N1CCOCC1)c1ccco1
    21	-4%	u	39%	5	10%
O=C(c1cccs1)N1CCCC(c2ccccc2)C1 (configuration not stated)
    -2	0%	x	-9%	2	10%
Nc1nc(NCc2ccco2)nc(Nc2ccccc2)c1[N+](=O)[O-]
    -6	-14%	-23%	-3%	-2	3%
O=C(COC(=O)c1cc(S(=O)(=O)N2CCOCC2)c(Cl)cc1Cl)c1ccc[nH]1
    x	-1%	-29%	-14%	x	x
COc1ccc(CCNC(=O)c2cc3c(=O)n4ccccc4nc3n(C3CCCCC3)c2=N)cc1OC
    -12	-7%	10µM*	u	-11	x
COC(=O)c1c(C)[nH]c(C(=O)COC(=O)Cn2cc(C(F)(F)F)ccc2=O)c1C
    x	-2%	39%[activator]	19%	x	x
O=C(CN1C(=O)CC(c2ccccc2)S(=O)(=O)c2ccccc21)N1CCOCC1 (configuration not stated)
    14	-22%	-10%	10%	-3	0%
Cc1ccc(S(=O)(=O)N2CCCCC2)cc1NC(=O)COC(=O)c1cc[n+]([O-])cc1
    11	-1%	u	-13%	4	-1%
CN1CCN(NC(=O)Nc2ccc(Br)cc2Cl)CC1
    38	1%	46%[activator]	-22%	16*	12%
O=C(NCCN1CCN(C(=O)c2cccs2)CC1)c1cccs1
    5	-8%	x	-5%	2	-3%
O=C(CSc1n[nH]c(-c2ccco2)n1)Nc1ccc(Br)cc1
    -6	-33%	u	40%[activator]	1	u
COCCSc1nnc(NC(=O)COc2ccc3c(c2)OCO3)s1
    13	0%	39%[activator]	8%	-5	-8%
O=C(NC1CCCCC1)N1CCCc2ccccc21
    -2	-30%	-11%	-10%	-1	0%
COC(=O)[C@]1(CC(C)C)N[C@H](c2ccc(-c3cccc(Cl)c3)cc2)[C@@H]2C(=O)N(C)C(=O)[C@@H]21
    x	0%	1.3µM*	2.6µM*	x	x
CCOC(=O)N1CCC(NC(=O)c2ccc3snnc3c2)CC1
    11	-5%	20%	-2%	-2	0%
COc1ccc(CCNC(=O)C23CN(Cc4ccccc4)CC2C(c2ccc([N+](=O)[O-])cc2)=NO3)cc1 (configuration not stated)
    8	-1%	u	5.2µM*	7	-10%
O=C(Cn1ccc(NC(=O)OCc2ccccc2)nc1=O)NCc1ccc2c(c1)OCO2
    x	0%	0%	19%	x	x
N#Cc1ccc(NC(=O)CN2CCCCCC2)cc1Cl
    -4	-4%	9%	-3%	1	-7%
CC(=O)Nc1ccc(S(=O)(=O)NC2CC(=O)N(c3cccc(F)c3)C2)cc1 (configuration not stated)
    x	-4%	-2%	u	x	x
CCn1c(=O)c([N+](=O)[O-])c(NCc2ccc3c(c2)OCO3)c2ccccc21
    -10	0%	35%[activator]	14%	-2	1%
COc1cc(C(=O)N2CCN(c3ccccn3)CC2)cc(OC)c1OC
    12	17%	u	14%	8	6%
CC(C(=O)Nc1ccccc1)N(C)Cc1cccs1 (configuration not stated)
    -7	2%	14%	3%	-3	-3%
CC(=O)Nc1ccc(S(=O)(=O)N(C)CC(=O)OCC(=O)N(C)c2ccccc2)cc1
    -4	4%	37%[activator]	5%	-1	x
CCOC(=O)CCP(=O)(O)C(O)c1ccc(OC)cc1 (configuration not stated)
    -4	0%	-6%	17%	15	0%
CCOC(=O)/C(C#N)=C/Nc1cc(C(=O)OCC)cc2c(OC)c(OC)ccc12
    2	6%	42%[activator]	u	-2	-13%
Cc1ccc(C)c(-n2[nH]c3c4c(ccc3c2=O)C(=O)c2ccccc2C4=O)c1
    -12	4%	-3%	10%	1	u
Cc1cc(-n2c(C)c3c(C)nnc(C)c3c2C)ccc1N
    -2	-24%	-17%	33%[activator]	-3	-25%

# Rows are unselected; any-hit rate near 24%.
